# PAFAH1B2 FP inh = blocks human PAF acetylhydrolase 1b catalytic subunit 2 | recombinant PAFAH1B2, FP-rhodamine activity probe, fluorescence polarization | P68402 | AID 492953 | inhibition, % at 3.39 µM | hit rate 1.2% among 340,000;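 active = inhibition above the mean of all tested compounds plus 3 SD, cut at about 24% in these data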;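 note: 0% = enzyme with DMSO and 100% = wells lacking PAFAH1B2; many of its hits are not listed in these tables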
# Target sequence (P68402 whole entry, looked up): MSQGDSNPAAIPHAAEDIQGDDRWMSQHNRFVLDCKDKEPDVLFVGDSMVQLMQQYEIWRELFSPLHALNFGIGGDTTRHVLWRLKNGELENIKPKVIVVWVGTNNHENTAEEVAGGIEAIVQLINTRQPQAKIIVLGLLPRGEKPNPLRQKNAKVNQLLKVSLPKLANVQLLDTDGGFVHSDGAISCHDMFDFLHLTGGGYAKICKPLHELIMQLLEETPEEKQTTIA
# PAFAH2 FP inh = PAFAH2 (human) inhibition; recombinant PAFAH2, FP-rhodamine activity probe, fluorescence polarization; hit rate 0.99% among 340,000; Q99487; AID 492956; inhibition, % at 3.39 µM;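 active = inhibition above the mean over all tested compounds plus 3 SD, cut at about 30% in these data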;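 note: inhibitors block probe labeling of enzyme so polarization drops; 0% = enzyme with DMSO and 100% = wells lacking PAFAH2 protein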
# PREPL inh = inhibitors of human prolyl oligopeptidase-like enzyme PREPL | recombinant PREPL, fluorescence polarization activity-based probe | inhibition, % at 5.96 µM | hit rate 0.68% among 320,000; in the data active = inhibition above about 43%;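 note: 0% = enzyme with DMSO and 100% = wells lacking enzyme; many of its hits are not listed in these tables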
# Target sequence (Q4J6C6 whole entry, looked up): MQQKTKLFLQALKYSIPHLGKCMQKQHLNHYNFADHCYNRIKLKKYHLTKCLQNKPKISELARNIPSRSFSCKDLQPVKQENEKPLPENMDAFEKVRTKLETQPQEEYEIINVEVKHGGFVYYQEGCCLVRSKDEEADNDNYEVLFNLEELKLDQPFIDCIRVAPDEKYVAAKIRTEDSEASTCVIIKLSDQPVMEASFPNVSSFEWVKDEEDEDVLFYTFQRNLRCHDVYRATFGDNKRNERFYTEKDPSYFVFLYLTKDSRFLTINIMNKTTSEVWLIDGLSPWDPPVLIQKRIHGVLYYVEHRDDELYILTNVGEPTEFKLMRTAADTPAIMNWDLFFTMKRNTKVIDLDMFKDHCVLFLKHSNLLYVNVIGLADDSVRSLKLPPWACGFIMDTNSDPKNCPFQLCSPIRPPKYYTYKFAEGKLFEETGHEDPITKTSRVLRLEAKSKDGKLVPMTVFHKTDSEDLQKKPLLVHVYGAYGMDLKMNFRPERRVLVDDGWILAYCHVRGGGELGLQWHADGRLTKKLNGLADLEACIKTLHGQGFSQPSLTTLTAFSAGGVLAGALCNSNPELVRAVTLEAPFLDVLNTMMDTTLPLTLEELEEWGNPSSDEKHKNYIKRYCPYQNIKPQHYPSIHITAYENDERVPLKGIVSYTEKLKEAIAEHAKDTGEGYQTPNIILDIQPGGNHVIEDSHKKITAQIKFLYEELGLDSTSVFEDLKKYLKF
# ZTA counter = ZTA (EBV) inhibition in EBNA-1 counter-screen; ZTA-DNA binding, fluorescence polarization; inhibition, % at 11 µM; hit rate 0.15% among 320,000; AID 2234; in the data active = inhibition above about 33%
# PAFAH1B3 FP inh = PAFAH1B3 (human) inhibition | AID 492972 | hit rate 0.28% among 340,000 | inhibition, % at 3.39 µM | recombinant PAFAH1B3, FP-rhodamine probe, fluorescence polarization | Q15102;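 active = inhibition above the screen-wide average of all tested compounds plus 3 SD, cut at about 25% in these data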;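 note: 0% = enzyme with DMSO only and 100% = wells lacking PAFAH1B3 protein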
# pPAFAH FP inh = inhibitors of human plasma PAF acetylhydrolase (pPAFAH); Q13093; AID 463082; hit rate 1.5% among 330,000; inhibition, % at 3.39 µM; recombinant pPAFAH, FP-rhodamine probe fluorescence polarization;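 active = inhibition above the mean inhibition across the screen plus 3 SD, cut at about 25% in these data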;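 note: inhibitors block binding of the rhodamine activity-based probe so polarization drops; 0% = enzyme with DMSO and 100% = wells lacking pPAFAH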
# LYPLA1 counter = counter-screen for PME1 inhibitors: inhibitors of human LYPLA1 | O75608 | recombinant LYPLA1, FP-Rh probe fluorescence polarization | inhibition, % at 5.9 µM | hit rate 0.16% among 320,000;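 active = inhibition above the mean of all tested compounds plus 3 SD, set per campaign, cut at about 14% in these data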;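 note: inhibitors block serine hydrolase probe labeling of LYPLA1 so polarization falls; 0% = enzyme with DMSO and 100% = wells lacking LYPLA1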
# EBNA-1 inhibitor = blocks EBNA-1 binding to DNA; EBNA-1 DNA binding, fluorescence polarization; inhibition, % at 14.8 µM; hit rate 0.34% among 300,000; AID 1950; in the data active = inhibition above about 28%
# LYPLA2 counter = blocks human lysophospholipase 2, a PME1 counter-screen; O95372; AID 2177; recombinant LYPLA2, FP-Rh probe fluorescence polarization; hit rate 0.38% among 320,000; inhibition, % at 5.9 µM;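 active = inhibition above the screen-wide mean plus 3 SD, limit set per campaign, cut at about 26% in these data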;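 note: 0% = LYPLA2 with DMSO and 100% = wells lacking LYPLA2 enzyme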
# An asterisk follows results filed as active; . = not tested or not shown; + = active, no number. Some of the compounds tested (hit frequency here may not be typical).
SMILES,PAFAH1B2 FP inh,PAFAH2 FP inh,PREPL inh,ZTA counter,PAFAH1B3 FP inh,pPAFAH FP inh,LYPLA1 counter,EBNA-1 inhibitor,LYPLA2 counter
COc1ccc(/C=C/c2nnc(NC(=O)COc3cccc(C)c3)s2)cc1,2.4,-6.1,-8.8,2.1,-1.5,-0.4,-0.7,-1.7,-2.6
CCCc1cc2c(=O)c(-c3ccc4c(c3)OCCO4)coc2cc1OS(C)(=O)=O,-2.4,-2.3,-5.1,0.1,6.4,-1.1,0.2,6.1,3.7
CN1CCN(NC(=O)COc2cccc(C(F)(F)F)c2)CC1,0.4,7.9,2.0,10.7,2.2,5.1,-1.7,-5.1,-2.0
CC(=O)Nc1cccc(NC(=O)C2CC3CCC2C3)c1 (stereo not given),7.0,2.3,8.2,-7.1,6.9,4.2,-0.5,5.9,1.5
CC1CCCN(C(=O)CCCC(=O)N2CCCC(C)C2)C1 (stereo not given),2.5,4.6,4.8,2.1,2.6,-0.4,-0.6,3.9,-4.4
CSCCC(NC(=O)c1ccc([N+](=O)[O-])cc1Cl)C(=O)OCC(=O)N1CCN(C(C)=O)CC1 (stereo not given),4.7,-3.7,0.7,0.1,-1.3,1.4,3.3,-14.4,6.5
O=C(CN1C(=O)C(=O)N(C2CCCC2)C1=O)Nc1ccc(OC(F)F)cc1,-2.2,0.2,14.8,-10.8,2.2,-0.1,1.6,.,1.6
O=S(=O)(Nc1ccncc1)c1ccc(Cl)c(Cl)c1,2.9,-0.4,-1.5,-3.5,2.3,-0.3,1.7,11.0,-6.5
Nc1nc(SCC(=O)Nc2ccccc2C(F)(F)F)[nH]c(=O)c1-c1ccccc1,-2.0,-0.5,13.2,-11.7,4.3,2.2,-1.5,-13.4,-1.6
CC1CCN(C(=O)C2CCN(C(=O)c3ccc(C(C)(C)C)cc3)CC2)CC1,6.5,15.1,3.6,-6.8,4.0,2.3,-1.4,-0.8,1.9
O=C(CSc1nnc2ccccn12)Nc1ncc(Cl)cc1Cl,4.6,-0.7,4.0,-3.1,6.8,-5.0,-2.6,1.7,-1.9
Cc1ccc(OCC(=O)Nc2ccc3c(c2)nc(CCN2CCC(C)CC2)n3C)cc1,2.0,2.6,25.7,-1.9,4.6,2.0,-3.1,1.1,3.8
CC1(c2ccc(O)cc2)NC(=O)N(c2ccccc2)N1 (stereo not given),0.3,-2.9,3.5,-20.0,3.1,0.9,0.7,7.2,2.4
CCC/C=C1/CCCOC(C(=O)NCc2cc(C)n(C)n2)(C(F)(F)F)C1 (stereo not given),3.1,0.1,-0.9,0.3,2.9,4.9,1.3,-8.3,-0.7
COc1cccc(/C=N/NC(=O)c2ccc(COc3ccc(Cl)cc3Cl)o2)c1,5.2,4.5,-23.1,-10.9,2.5,-9.5,-12.3,-3.6,-30.9
CC(C)CNC(=O)c1cc(-c2ccc(Br)cc2)on1,-7.9,-7.0,4.3,8.3,2.4,5.3,-4.2,8.6,-4.0
COc1ccccc1OCCC(=O)Nc1cccc(S(=O)(=O)N2CCCCC2)c1,1.2,10.0,5.3,-7.5,6.0,-1.2,-1.3,-8.2,-0.1
O=C(CN1C(=O)C2C3C=CC(C3)C2C1=O)OCC(=O)c1ccccc1 (stereo not given),0.7,0.8,6.0,-14.2,-5.1,1.1,-1.7,-0.9,-0.2
Clc1ccc(Cl)c(-c2nc(-c3ccncc3)no2)c1,-1.9,1.6,1.0,13.1,1.2,6.0,-0.5,6.1,7.0
CCN1CCN(c2nc3c(C)cccn3c(=O)c2/C=C(\C#N)C(=O)NCCCOC)CC1,1.2,-3.3,2.8,4.6,4.9,4.7,-0.6,16.6,0.4

# Ordered by number of heavy atoms (low to high): part of the list above
SMILES,PAFAH1B2 FP inh,PAFAH2 FP inh,PREPL inh,ZTA counter,PAFAH1B3 FP inh,pPAFAH FP inh,LYPLA1 counter,EBNA-1 inhibitor,LYPLA2 counter
Clc1ccc(Cl)c(-c2nc(-c3ccncc3)no2)c1,-1.9,1.6,1.0,13.1,1.2,6.0,-0.5,6.1,7.0
CC1(c2ccc(O)cc2)NC(=O)N(c2ccccc2)N1 (stereo not given),0.3,-2.9,3.5,-20.0,3.1,0.9,0.7,7.2,2.4
O=C(CSc1nnc2ccccn12)Nc1ncc(Cl)cc1Cl,4.6,-0.7,4.0,-3.1,6.8,-5.0,-2.6,1.7,-1.9

# (continued)
SMILES,PAFAH1B2 FP inh,PAFAH2 FP inh,PREPL inh,ZTA counter,PAFAH1B3 FP inh,pPAFAH FP inh,LYPLA1 counter,EBNA-1 inhibitor,LYPLA2 counter
CC(=O)NCCNC(=O)c1ccc(CSc2nc3ccccc3s2)cc1,6.0,-0.1,-0.7,-11.6,6.9,-0.7,1.2,-4.5,8.8
C=CCNC(=O)CSCc1ccc(Br)cc1,26.8*,1.5,-5.1,-8.1,2.5,0.6,-2.0,1.5,-0.1
Cc1ccc(S(=O)(=O)NCCCNS(=O)(=O)c2ccccc2)cc1,3.3,9.3,-3.0,1.9,4.1,17.4,1.2,2.5,8.9
CCOC(=O)N1CCC(NC(=O)c2cc(S(=O)(=O)N3CCCC3)cn2C)CC1,3.1,4.3,10.1,-9.7,-10.0,1.6,-1.0,-5.4,4.1
Cc1cc(C)c(-c2cc(C(F)(F)F)no2)c(=O)[nH]1,3.3,-1.0,19.0,-6.0,4.6,-0.9,2.5,2.0,10.3
NC(=O)c1nc(N2CCOCC2)nc(N2CCOCC2)n1,5.9,-1.1,-1.3,11.4,-1.8,2.6,-2.8,2.0,-2.9
CS(=O)(=O)c1ccc(C(=O)OCC(=O)NC2CCS(=O)(=O)C2)cc1[N+](=O)[O-] (stereo not given),-1.2,3.2,7.3,-9.5,14.6,3.5,1.5,-2.1,-1.0
CCOc1ccc(-c2cc(NC(=O)Cn3ncc4c3-c3ccccc3OC4)on2)cc1OCC,2.2,1.5,-14.9,-2.6,0.2,-9.1,-1.8,-1.4,-7.5
CC(C)c1ccc(NC(=O)c2cc3c(=O)n(C)c4ccccc4c3n2C)cc1,7.5,-7.3,-14.6,9.1,-1.4,-8.7,-4.4,-9.6,-6.3
COCc1cc(=O)[nH]c(Nc2nc(C)c3ccccc3n2)n1,1.3,-4.3,9.2,-0.7,4.3,-3.1,-3.4,2.3,6.1
CCOC(=O)CSc1nc(CC)nc2ccccc12,-5.2,-4.6,0.7,5.1,1.0,0.9,-0.5,8.0,5.1
CC(C)NCC(O)COc1ccc(CCOCC2CC2)cc1 (stereo not given),-3.2,6.2,-5.5,18.7,1.0,3.2,-1.9,9.0,4.7
O=C(Cc1cccs1)N(CC1CCCO1)C1(C(=O)NC2CCCC2)CCCCC1 (stereo not given),0.1,2.1,16.1,6.6,11.4,1.8,2.8,-5.4,-3.2
Cc1ccccc1NC(=O)C1Cc2ccccc2C(=O)O1 (stereo not given),3.7,36.0*,11.7,5.5,13.2,11.0,4.5,-6.6,-1.3
CCN(CC(=O)Nc1ccc(OC)cc1)C(=O)C1CCN(C(=O)c2ccc(Cl)cc2)CC1,-2.4,7.3,4.2,7.3,7.0,0.7,-1.1,.,5.0
CCn1c(=S)sc2c(=O)n(-c3ccccc3)c(SC)nc21,5.4,7.3,2.7,7.2,6.8,3.0,4.7,-1.2,0.4
CCN(CC)c1ccc(C=Nc2ccc(N(C)C)cc2)c(O)c1,-16.4,-14.3,16.5,+,-22.6,15.9,-3.4,+,-10.7
CN(CC(=O)Nc1ccccc1Br)C(=O)CNC(=O)c1ccc(Oc2ccccc2)cc1,0.1,-0.4,2.3,-21.5,8.8,3.9,-0.4,0.7,-0.9
CCOc1ccc(N/C=C/C(=O)c2ccc(OC)c(OC)c2)cc1,-5.1,5.3,-9.2,19.9,8.8,7.2,-0.2,4.1,1.7
C=CCn1c(SCCC)nc2sc3c(c2c1=O)CCc1ccccc1-3,-2.8,-1.5,-5.7,2.9,1.1,-2.0,0.0,-6.2,2.9
C/C(=N\NC(=O)CSCc1ccc(Cl)cc1)c1ccc2c(c1)OCCO2,6.4,4.7,-33.9,10.3,6.9,3.9,-0.4,5.0,-1.0
COc1ccc2oc(C(=O)OCC(=O)/C(C#N)=C(\C)N)c(C)c2c1,-6.6,-13.8,-5.0,-2.1,6.0,1.3,-2.2,5.3,0.5
CC1CCCCC1NC(=O)COC(=O)c1cccn1C (stereo not given),0.1,85.5*,8.1,-4.1,0.2,8.2,3.3,.,-4.4
OCCN1CCN(CC(O)COCc2ccc3c(c2)OCO3)CC1 (stereo not given),5.2,-1.2,-3.4,-2.4,7.7,-1.9,1.1,-0.8,-3.2
CC1=C(C)C(=O)N(c2ccccn2)C1=O,1.2,-9.2,-7.9,-11.2,-2.1,-5.2,-5.3,-15.5,-6.5
CCCn1c(N)c(C(=O)CSc2nnc(C3CC3)n2Cc2ccccc2)c(=O)n(C)c1=O,0.9,6.0,19.7,9.1,7.2,0.2,1.2,.,-3.1
CSc1nc2ccc(NC(=O)c3ccc(F)c(F)c3)cc2s1,0.1,-0.2,-6.0,-6.3,6.0,-1.8,-5.1,1.4,-4.0
CCOc1ccc(/C=C2\SC(=S)N(C)C2=O)cc1OC,.,.,-3.1,7.3,.,-2.8,-2.7,11.9,1.6
Cc1ccc(CC(=O)Nc2ccc(Cl)cn2)cc1,4.6,3.1,1.4,-3.0,5.2,-4.1,3.2,-16.9,5.1
COc1ccc(-n2cc(CNCCCN3CCCC3=O)c(-c3ccccc3Cl)n2)cc1,1.3,1.7,-1.7,-10.8,5.6,4.2,1.2,-2.8,4.6
O=C(Cn1nnc(-c2cccs2)n1)NCc1ccco1,-0.9,3.3,-3.4,-1.1,-8.5,1.8,0.5,-7.6,0.2
COc1cc(OC)c(OC)cc1/C=C/c1cc(C(F)(F)F)[nH]c(=O)n1,0.6,11.1,8.8,8.4,5.3,-0.1,0.7,-8.9,-3.3
CN=C1CC(C)(C)CC(=O)/C1=C(/O)CCCN1C(=O)c2ccccc2C1=O,3.4,4.4,0.9,-4.0,0.3,2.7,-2.5,-3.4,-3.2
CCOc1ccc(-n2c(O)c(/C=N/NC(=O)C3COc4ccccc4O3)c3ccccc3c2=O)cc1 (stereo not given),2.5,2.5,12.5,13.7,14.2,12.7,-0.7,9.7,4.1
COc1ccc(C(=O)OCC(=O)Nc2ncc([N+](=O)[O-])s2)cc1OC,9.4,40.2*,24.1,-6.2,30.4*,24.5,-8.2,.,-3.6
O=C(NN1C(=O)C2C(C1=O)C1C=CC2C12CC2)c1cccc(Cl)c1 (stereo not given),9.6,-0.7,12.2,7.0,6.5,4.9,-0.9,-7.2,2.9
Fc1ccc2c(c1)C1OCCCC1C(c1ccccc1)N2 (stereo not given),0.8,-1.2,24.1,-2.4,-1.3,-1.5,5.8,1.0,2.3
COCCNC(=O)C(c1ccc(O)cc1)N(C(=O)CCC(=O)Nc1nccs1)c1ccc(C)cc1 (stereo not given),0.1,0.2,2.2,-11.7,2.4,-0.3,-1.6,-6.9,-1.7
CC(C)(C)c1cc(NCCCn2ccnc2)n2ncc(-c3ccc(Cl)cc3)c2n1,0.5,3.7,38.1,-4.2,5.3,39.0*,-1.8,-5.3,0.7
O=C(/C=C/c1cccc([N+](=O)[O-])c1)NCCSc1ccccc1,11.5,9.3,46.2*,-6.2,-4.2,7.4,2.0,-2.0,4.8
COC(=O)[C@@]12CCCN1[C@H](c1ccc(-c3ccccc3)cc1)[C@H]1C(=O)N(C)C(=O)[C@H]12,7.5,-2.2,-3.9,-2.7,-3.8,2.0,-3.5,4.7,-1.9
O=C(Cc1ccccc1)NNC(=O)C1CCN(c2ncccn2)CC1,0.9,2.6,17.1,-9.2,6.4,-0.1,1.9,-10.7,5.1
COc1ccc(C(=O)c2sc(Nc3cccc(OC)c3)c(C(=O)Nc3cccc(C)c3C)c2N)cc1,1.1,-10.4,12.9,-11.6,2.6,6.2,1.3,12.3,0.8

# Screening results deposited in PubChem by The Scripps Research Institute Molecular Screening Center.
